Screening data as filed in PubChem.
mcGAS RapidFire = inhibitors of mouse cGAS. 0.18% of 130,000 active. recombinant mouse cGAS, cGAMP by RapidFire MS. inhibition, % at 12.5 µM. AID 1259397;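 active = inhibition of cGAS enzyme activity at or above 60%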;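 also: enzyme stimulated by 45 bp dsDNA with ATP and GTP substrates; cGAMP share of summed cGAMP plus half ATP and half GTP signals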
Target sequence (Q8C6L5 whole entry, looked up): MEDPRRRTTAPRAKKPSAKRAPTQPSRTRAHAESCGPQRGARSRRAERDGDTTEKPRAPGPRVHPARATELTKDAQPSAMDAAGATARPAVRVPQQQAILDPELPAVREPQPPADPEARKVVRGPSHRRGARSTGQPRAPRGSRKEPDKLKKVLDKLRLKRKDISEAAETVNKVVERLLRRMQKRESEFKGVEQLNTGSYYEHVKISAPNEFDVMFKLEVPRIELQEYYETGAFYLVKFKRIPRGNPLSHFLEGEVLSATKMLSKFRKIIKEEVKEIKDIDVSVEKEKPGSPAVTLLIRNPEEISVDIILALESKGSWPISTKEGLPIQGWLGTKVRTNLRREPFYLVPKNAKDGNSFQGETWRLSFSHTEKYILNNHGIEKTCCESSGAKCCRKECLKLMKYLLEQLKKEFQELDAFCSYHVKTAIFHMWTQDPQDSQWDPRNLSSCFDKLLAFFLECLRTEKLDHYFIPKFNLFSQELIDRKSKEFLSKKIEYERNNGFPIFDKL
Starred values were filed as active, the others as inactive; & = joins results of further samples. Some of the compounds tested, so the mix of outcomes need not match the whole.

SMILES	mcGAS RapidFire
COc1ccc(Cl)cc1CN1C(=O)C(C)Sc2ccc(C#N)cc21 (stereo not drawn)	6.2
CCCCOC(=O)CCc1nc2ccccc2[nH]c1=O	1.7
COCc1cc(C)nc(N/N=C\c2c3ccccc3cc3ccccc23)c1C#N	-1.3
OC(c1ccc(-c2ccccc2)cc1)c1ncc(-c2ccccc2F)[nH]1 (stereo not drawn)	-8.9
CC12CCCCC1CCC1C2CCC2(C)C1CCC2(O)CNCCO (stereo not drawn)	-43.3
COc1cccc(CNC(=O)CCC2CCCN(C(=O)CSc3ccccc3)C2)c1 (stereo not drawn)	-11.3
Cc1ccccc1C1CC(=O)Nc2c1c(C)nn2-c1ccc(Cl)nn1 (stereo not drawn)	0.4
COc1cc(C(=O)Nc2ccc(C)cc2)cc(Cl)c1OC	0.0
CCOc1ccc(CC(=O)N2CCC(c3nn(C)c(=O)n3CC)CC2)cc1	-13.1
O=C(Cn1cc(COc2ccc(Cl)c(Cl)c2)nn1)NS(=O)(=O)c1ccccc1C(F)(F)F	11.4
COc1cc(F)ccc1-c1c(-c2ccccc2)ncn1CCS(C)(=O)=O	-35.8
O=C(NCc1csc(-c2ccco2)n1)C1CCc2ccccc21 (stereo not drawn)	-1.4

Brought forward from above: 7 compounds, followed by the next part.
SMILES	mcGAS RapidFire
COc1cccc(CNC(=O)CCC2CCCN(C(=O)CSc3ccccc3)C2)c1 (stereo not drawn)	-11.3
Cc1ccccc1C1CC(=O)Nc2c1c(C)nn2-c1ccc(Cl)nn1 (stereo not drawn)	0.4
COc1cc(C(=O)Nc2ccc(C)cc2)cc(Cl)c1OC	0.0
CCOc1ccc(CC(=O)N2CCC(c3nn(C)c(=O)n3CC)CC2)cc1	-13.1
O=C(Cn1cc(COc2ccc(Cl)c(Cl)c2)nn1)NS(=O)(=O)c1ccccc1C(F)(F)F	11.4
COc1cc(F)ccc1-c1c(-c2ccccc2)ncn1CCS(C)(=O)=O	-35.8
O=C(NCc1csc(-c2ccco2)n1)C1CCc2ccccc21 (stereo not drawn)	-1.4
COC(=O)c1sc(N)c(C(=O)OC)c1CC#N	-5.0
CCN(CC)c1n[nH]c(-c2cccc(Cl)c2)n1	-11.8
CC(CCC(C)C)=NNc1ccc(S(N)(=O)=O)cc1[N+](=O)[O-]	-15.5
COc1ccc(NC(=O)N2CCCC(O)(CN(C)C)CC2)cc1Cl (stereo not drawn)	-6.2
O=C(NCCN1CCCCC1)C1CCN(c2nc3c(-c4ccccc4F)csc3c(=O)[nH]2)CC1	0.0
CN=c1scc(-c2ccccc2F)n1N=Cc1ccc2c(c1)OCO2	-5.3
O=c1c2cc(F)ccc2ncn1Cc1ncn[nH]1	-10.6
CN(C)c1ncnc2c1CCN(S(=O)(=O)c1ccc(Cl)s1)C2	-31.0
Cc1[nH]c(C(=O)C(C)N2CCN(C/C=C/c3ccccc3)CC2)c(C)c1C(=O)O (stereo not drawn)	-5.3
O=C(Cn1cc([N+](=O)[O-])cn1)N1CCOCC1	-3.9
COc1ccc(/C(C)=N\OCC(=O)N2CCOC(COc3ccc(F)cc3)C2)cc1 (stereo not drawn)	-3.4
CCSc1ccccc1NC(=O)N1CCCC(CCO)C1 (stereo not drawn)	-6.3
Cc1cc(C)cc(NC(=O)CC(=O)NCC2CC(=O)N(C3CC3)C2)c1 (stereo not drawn)	-19.3
Cc1cc(NCCC(O)(c2ccc(C)o2)C(F)(F)F)nc(C)n1 (stereo not drawn)	-0.9
CN1CCCCC1C(=O)OCc1ccc(C#N)cc1 (stereo not drawn)	4.8
COc1cccc(CN2CC(C(=O)N(C)Cc3ccc(C)cc3)CCC2=O)c1 (stereo not drawn)	-5.9
CC(C)c1cc(=O)[nH]c(-n2nc(-c3cccs3)cc2N)n1	7.7
CCOC(=O)c1c(C)cc(C)n2c1nc1ccccc12	-3.5
O=C(NC(c1cccs1)c1cccs1)C1CC12CCCC2 (stereo not drawn)	-7.3
COc1ccc2nc(N3CCN(C(=O)C4CCCN4S(C)(=O)=O)CC3)sc2c1 (stereo not drawn)	8.7
COc1cccc(C2=CCN(c3nccc(OC)n3)CC2)c1	-6.4
CCN(CC)C(=O)CSc1nc2ccccc2c(=O)n1-c1ccc(F)cc1F	-11.1
COc1ccc(CNC(=O)c2sc(=O)n(Cc3ccc(SC)cc3)c2C)cc1	-6.4
CN(C)C(=O)C(Cc1ccccc1)NC(=O)C1(C)CC1(Cl)Cl (stereo not drawn)	1.6
Cc1ccc(C(C)CNC(=O)N2CCOC(C3CCCO3)C2)cc1 (stereo not drawn)	-54.2
O=C(O)C1CN(C(=O)c2ccc(N3CCCCC3=O)cc2)c2ccccc2O1 (stereo not drawn)	-3.9
CC(=O)Nc1ccc(NC2CC(=O)N(C)C2=O)cc1Cl (stereo not drawn)	-8.7
Cc1cc(C)n2nc(CCCCc3nc4nc(C)cc(C)n4n3)nc2n1	-8.7
NC(=O)NCCN1CCN(c2cccc(C(F)(F)F)c2)CC1	-3.2
CCOC(=O)C1(C)CCCN1C(=O)c1ccc(C)cc1 (stereo not drawn)	0.2
O=C1NCC(C(=O)N2CCCC2c2cccc(Cl)c2)N1 (stereo not drawn)	-3.4
O=C(NCc1ccccn1)C1CCN(C2CCN(C(=O)C3=CCCCC3)CC2)CC1	-3.0
C=C(C)[C@@H]1C=C2CC3(CC[C@]2(C)[C@@H](C#N)C1)OCCO3	-25.1
CN(C/C=C/c1ccccc1)CC1(CO)CC1	-33.8
COCCNC(=O)C1(C)CCN1C(=O)C1(c2ccccc2)CC1 (stereo not drawn)	-7.2
C#CCNC(=O)CNC(=O)NCC(C)(C)c1ccc(Cl)cc1	13.6

Of the compounds above, these contain two or more sulfur atoms:
SMILES	mcGAS RapidFire
CN(C)c1ncnc2c1CCN(S(=O)(=O)c1ccc(Cl)s1)C2	-31.0
O=C(NC(c1cccs1)c1cccs1)C1CC12CCCC2 (stereo not drawn)	-7.3
COc1ccc2nc(N3CCN(C(=O)C4CCCN4S(C)(=O)=O)CC3)sc2c1 (stereo not drawn)	8.7
COc1ccc(CNC(=O)c2sc(=O)n(Cc3ccc(SC)cc3)c2C)cc1	-6.4

Following part
SMILES	mcGAS RapidFire
Cc1ncsc1CCCNC(=O)c1cccc2ccnn12	-13.0
Cc1ccc(CSc2nnc(Cn3c(=O)sc4ccccc43)n2C)cc1	3.0
CCC(=O)N1CCC1(C)C(=O)NS(=O)(=O)c1ccc(Br)cc1 (stereo not drawn)	-1.9
CCCCN(CC)C(=O)c1cc2c(OC)nc(N)nc2s1	-14.0
Cc1nc(N2CCOCC2)ncc1-c1cc(=O)[nH]c(NCc2ccccc2)n1	7.1
CN(Cc1nc2ccccc2n1C)C(=O)c1scc2c1OCCO2	-14.2
CCOc1cccc(C=C2SC(=S)N(CCN3CCOCC3)C2=O)c1OC	-3.8
Cc1ccc(C(=O)N2CCCc3c(C#N)cccc32)cn1	-1.4
Cc1nn(CC(C)C)c2c1C(c1cnn3cccnc13)CC(=O)N2 (stereo not drawn)	-28.7
NC(=O)c1c(NC(=O)C=Cc2ccc(Br)o2)sc2c1CCC2	5.1
Cc1cc2n(n1)CCCN(C(=O)CC1COCCN1)C2 (stereo not drawn)	-4.6
Cc1ccc(-c2nnc(CSc3ncccc3C(=O)N(C)C)o2)cc1	1.2
Cc1ccc(OC(C)C(=O)Nn2cnc3ccc(Cl)cc3c2=O)cc1 (stereo not drawn)	-3.7
CC(C)Cn1c2c(c(=O)[nH]c1=O)C(NC(=O)c1ccc(Cl)cc1Cl)(C(F)(F)F)C(=O)N2 (stereo not drawn)	-9.3
O=C1c2ccccc2C(=O)c2c1oc(C(F)(F)F)c2C(=O)c1ccccc1	-4.9
Cc1ncc(C(=O)Nc2ccc(NC(=O)c3ccccc3)nc2)s1	-6.4
CN(C)c1nc(N)c(C#N)c(CC#N)c1C#N	0.0
CCCCn1c(O)c(C=Nc2cccc(C)c2)c(C)c(C#N)c1=O	-4.2
CCc1ccc(CN2CCN(c3nc(N(C)C)nc(C)c3C)CC2)nc1	-2.7
c1ccc(C2Oc3ccccc3C3CC(c4ccc5c(c4)OCCO5)=NN32)cc1 (stereo not drawn)	-9.0
O=C1NCCCCC1Sc1nnc(-c2c[nH]c3ccccc23)n1C1CC1 (stereo not drawn)	-4.2
CC1CNCC(C)N1C(=O)OCc1ccccc1 (stereo not drawn)	-4.6
N#Cc1cccc(NC(=O)Cc2ccc3c(c2)OCCO3)c1	-1.5
COC(=O)CCc1c(C)nc2c(c(C)nn2C2CCS(=O)(=O)C2)c1C (stereo not drawn)	-3.0
Cc1cccc(C2=NOC(C)C(=O)N2Cc2cccc(F)c2)c1 (stereo not drawn)	25.5
COCCn1cc(NC(=O)NCc2ccc(F)cc2)c2ccccc21	-5.5
C=CCN(C(=O)COc1ccc(C(N)=O)cc1)c1ccccc1	-3.5
CC1(C)CC2(C)CC3=C([C@H](CO)C(C)(C)C3)C(CO)(C1)C2 (stereo partly drawn)	-7.7
CC(NC(=O)/C=C/c1ccc(Cl)c(C(F)(F)F)c1)c1nnc2n1CCC2 (stereo not drawn)	1.0
N#CC(=Cc1ccc(O)cc1)c1ccc([N+](=O)[O-])cc1	-17.3
Cc1cc2nc3c(=O)[nH]c(=O)nc-3n(C[C@H](O)[C@H](O)[C@H](O)CO)c2cc1C	87.9*
COCCn1c(N)c(C(=O)CCl)c(=O)[nH]c1=O	0.8
CCOC(=O)C(Cc1ccccc1)N(C(=O)c1ccoc1)C1CC1 (stereo not drawn)	-4.2
Cc1ccc(F)c(-n2nnnc2CN2CCN(CC(C)O)C(C)C2)c1 (stereo not drawn)	-4.6
CC1Oc2ccc(OC(F)(F)F)cc2N(c2cccc(O)c2)C1=O (stereo not drawn)	9.1
Cc1cc(=O)[nH]c(-n2nc(-c3cccs3)cc2NC(=O)C(C)(C)Oc2ccc(Cl)cc2)n1	-6.1

Part of the list above, as labelled records:
mol: O=C(NCc1ccccn1)C1CCN(C2CCN(C(=O)C3=CCCCC3)CC2)CC1
  mcGAS RapidFire: -3.0

mol: C=C(C)[C@@H]1C=C2CC3(CC[C@]2(C)[C@@H](C#N)C1)OCCO3
  mcGAS RapidFire: -25.1

Additional entries follow.
SMILES	mcGAS RapidFire
Cc1c(Cl)ccc2sc(N(CCN3CCOCC3)C(=O)c3ccco3)nc12	-9.0
Cc1nn(CC(=O)NC(=O)c2cccn2C)c(C)c1[N+](=O)[O-]	2.0
CC(=O)Nc1cc(NC(C)=O)cc(-c2nc(C)nn2-c2ccc(F)cc2)c1	-14.1
CC1=NNc2nc3c(c(=O)n(Cc4ccccc4C)c(=O)n3C)n2C1	-1.8
CNS(=O)(=O)c1ccccc1N1CCN(c2ccc(C)cn2)CC1	-11.0&-5.2
O=C(Cc1cnn(-c2ccccc2)c1)OCc1cc(=O)n2cc(Cl)ccc2n1	-4.2
CCCCC(C(=O)O)N1CCCS1(=O)=O (stereo not drawn)	-5.6
CCN(C(=O)CCN1CCC(N2CCCC2=O)CC1)c1ccccc1	9.5
Cc1cc(C)c2sc(N(Cc3ccccn3)C(=O)C3CCCN3S(C)(=O)=O)nc2c1 (stereo not drawn)	14.8
O=C(NC1(C(F)(F)F)NC(=O)N(C2CCCC2)C1=O)c1ccccc1 (stereo not drawn)	-5.5
Cc1ccc([N+](=O)[O-])c(OCCn2cnc3ccccc32)c1	-9.1
C=C(C)Cn1c(=O)c2c(nc3n2CC(C)CN3c2ccc(CC)cc2)n(C)c1=O (stereo not drawn)	-5.2
CC1=NNc2nc3c(c(=O)n(Cc4cccc5ccccc45)c(=O)n3C)n2C1	1.0
CCOc1ccc(OCCON=c2c(C)nc3ccccc3nc2C)cc1	-6.6
Cc1noc(C)c1S(=O)(=O)N1CCCN(C(C)c2nc(N)nc(N(C)C)n2)CC1 (stereo not drawn)	-3.5
CC(NC(=O)CC1C=CS(=O)(=O)C1)C12CC3CC(CC(C3)C1)C2 (stereo not drawn)	-8.3
Cc1nn(C)c(Cl)c1CNCCN1CCN(c2ncccn2)CC1	-49.9
Cc1noc(C)c1CCCNC(=O)c1ccc(N2CCN3CCCC3C2)nc1 (stereo not drawn)	-9.7
O=C1c2ccccc2-c2cc(=O)[nH]c3cccc1c23	-4.3
CC(CS(=O)(=O)c1ccc(F)cc1)C(=O)NCc1ccn[nH]1 (stereo not drawn)	-8.2
CCOC(=O)C1(CCOc2ccccc2)CCN(C(=O)C(=O)c2ccccc2)CC1	-5.1
Cc1ccc(OCCNC(=O)c2[nH]c3c(c2C)C(=O)CCC3)c(C)c1	-0.2
O=C(CC(c1ccccc1)c1ccccc1Cl)N1CCC(N2CCCC2)CC1 (stereo not drawn)	-7.1
O=C1CCC(C(=O)N2CCS(=O)(=O)CC2)CN1Cc1cccc(F)c1 (stereo not drawn)	-4.8
CC(C)O[C@H]1CN(c2nc(-c3ccncc3)nc3c2CNC3)C[C@@H]1O	15.4
NC(=NC(=O)c1ccccc1)N1N=CCC1c1ccccc1 (stereo not drawn)	-9.2
CCc1cn[nH]c1C1CCN(C(=O)C2(c3ccc(OC)cc3)CC2)CC1	-17.7
CNC(=O)CCC(NC(=O)OC(C)(C)C)c1ccccc1 (stereo not drawn)	-1.1
CN(CC(=O)NCC1CCCN(C)C1)Cc1ccccc1F (stereo not drawn)	-13.5
Cc1nc(CCC(=O)N2CCOC(c3ccc(Cl)c(Cl)c3)C2)n[nH]1 (stereo not drawn)	-15.5
COC(C)c1cccc(-c2ncnc3ccsc23)c1 (stereo not drawn)	-34.9
COc1ncc(C(=O)NC2CC(=O)N(CCc3ccc(F)cc3)C2)cn1 (stereo not drawn)	-7.4
CN(Cc1ccc(-n2cncn2)cc1)Cc1nc2ccccc2n1C	-16.7
CN(Cc1c(F)cccc1Cl)C(=O)CSc1nnc(-c2ccccc2F)n1C1CC1	-4.2
CS(=O)(=O)c1ccccc1-n1nnnc1S(C)(=O)=O	-18.9
CN(CC(=O)NCCc1cccs1)CC(=O)Nc1ccc(F)cc1	-2.5
CC(NCc1cnc2ccnn2c1)c1ccc2c(c1)CCCC2 (stereo not drawn)	-14.2
Cn1ncnc1CCNC(=O)c1cc(Cl)c(Cl)n1C	-7.2
COc1ccc(N(CCC(N)=O)Cc2cn3cc(Cl)ccc3n2)cc1	-1.3
CN(C)S(=O)(=O)Nc1ccc2c(c1)NC(=O)CC2c1cc2ccccc2o1 (stereo not drawn)	1.7
Cc1ccc(NC(=O)c2sc(=O)n(Cc3ccc(C(C)C)cc3)c2C)cc1	-9.6
NS(=O)(=O)c1cccc(NC(=O)/C=C/c2cc(Cl)ccc2Cl)c1	0.3
